# Source: PubChem (several laboratories)
# HTRA1 inhibitor: blocks human HTRA1 serine peptidase; recombinant HTRA1, FP-rhodamine activity-based probe, fluorescence polarization; inhibition, % at 5.96 µM; actives 0.5% (n = 340,000); in the data active = inhibition above about 36%;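 also: 0% = enzyme with DMSO and 100% = wells lacking enzyme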
# ASAP1 inh: blocks human ASAP1-stimulated Arf1 GTP hydrolysis | Q9ULH1 | GDP FP detection | inhibition, % at 16.5 µM | actives 0.19% (n = 360,000) | AID 624377; in the data active = inhibition above about 25%;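 also: 0% = vehicle with enzyme and substrate and 100% = no enzyme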
# ABHD4 inh: inhibitors of mouse ABHD4; Q8VD66; purified mABHD4, FP-Rh probe fluorescence polarization; inhibition, % at 8.92 µM; actives 0.54% (n = 370,000);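 active = inhibition exceeding the mean over every tested compound plus 3 SD, cut at about 30% in these data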;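 also: 0% = plate median of compound wells and 100% = S159A mutant with DMSO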
#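 Assay system: mABHD4 protein; medium: HEPES pH 7.0, NaCl, Pluronic buffer; dosing: 8.92 µM, single dose; schedule: 45 min + 60 min at 25 °C; signal: FP readout, ex 525 nm / em 598 nm; read-out: normalized percent inhibition of probe labeling; repeats: single replicate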
# rCAG binder: r(CAG) repeat RNA binding; TO-PRO-1 dye displacement fluorescence; inhibition, % at 3 µM; actives 1.3% (n = 370,000);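 active = inhibition above the plate cutoff, the mean of all test compounds on that plate plus 3 SD, cut at about 35% in these data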;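 also: 0% = DMSO alone and 100% = 100 µM mitoxantrone as full dye displacement; higher means more dye released from RNA so lower well fluorescence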
# GC-B act: GC-B (human) receptor activation. activation, % at 10 µM. HEK293-GC-B cells, CNP EC30, cGMP TR-FRET; 0% at EC30 CNP, 100% saturating CNP. actives 0.11% (n = 370,000). P20594. AID 1920062;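 active = activation at 10 µM reaching about 35% in either raw or pattern-adjusted values, limit read from the data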
# ARFGAP1 inhibitor: inhibitors of rat ARFGAP1; Q62848; Arfgap1-stimulated ARF1 GTP hydrolysis, GDP FP detection; inhibition, % at 16.5 µM; actives 0.26% (n = 360,000); AID 651572;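 active = inhibition above a per-plate limit, mean inhibition of low control wells plus 3 SD, cut at about 25% in these data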;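 also: 0% = DMSO wells with enzyme and 100% = wells lacking Arfgap1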
#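 Assay system: purified rat His6-Arfgap1 residues 1-136 (GAP domain); Reagent: human Δ17 ARF1 bound to GTP; Dosing: 16.5 µM single point, 1.26% DMSO; Times: GTP hydrolysis reaction 2 h at 25 °C; Signal: FP, GDP Alexa 633 tracer displaced from anti-GDP antibody, 620/688 nm; Measure: % inhibition from polarization.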
# GC-A act: GC-A (human) enzyme activation. HEK293 GC-A cells, cGMP TR-FRET, EC30 ANP; 0% at EC30 ANP, 100% saturating ANP. activation, % at 10 µM. actives 0.14% (n = 370,000). AID 1671463; in the data active = activation above about 40%
# Target sequence (P16066 whole entry, looked up): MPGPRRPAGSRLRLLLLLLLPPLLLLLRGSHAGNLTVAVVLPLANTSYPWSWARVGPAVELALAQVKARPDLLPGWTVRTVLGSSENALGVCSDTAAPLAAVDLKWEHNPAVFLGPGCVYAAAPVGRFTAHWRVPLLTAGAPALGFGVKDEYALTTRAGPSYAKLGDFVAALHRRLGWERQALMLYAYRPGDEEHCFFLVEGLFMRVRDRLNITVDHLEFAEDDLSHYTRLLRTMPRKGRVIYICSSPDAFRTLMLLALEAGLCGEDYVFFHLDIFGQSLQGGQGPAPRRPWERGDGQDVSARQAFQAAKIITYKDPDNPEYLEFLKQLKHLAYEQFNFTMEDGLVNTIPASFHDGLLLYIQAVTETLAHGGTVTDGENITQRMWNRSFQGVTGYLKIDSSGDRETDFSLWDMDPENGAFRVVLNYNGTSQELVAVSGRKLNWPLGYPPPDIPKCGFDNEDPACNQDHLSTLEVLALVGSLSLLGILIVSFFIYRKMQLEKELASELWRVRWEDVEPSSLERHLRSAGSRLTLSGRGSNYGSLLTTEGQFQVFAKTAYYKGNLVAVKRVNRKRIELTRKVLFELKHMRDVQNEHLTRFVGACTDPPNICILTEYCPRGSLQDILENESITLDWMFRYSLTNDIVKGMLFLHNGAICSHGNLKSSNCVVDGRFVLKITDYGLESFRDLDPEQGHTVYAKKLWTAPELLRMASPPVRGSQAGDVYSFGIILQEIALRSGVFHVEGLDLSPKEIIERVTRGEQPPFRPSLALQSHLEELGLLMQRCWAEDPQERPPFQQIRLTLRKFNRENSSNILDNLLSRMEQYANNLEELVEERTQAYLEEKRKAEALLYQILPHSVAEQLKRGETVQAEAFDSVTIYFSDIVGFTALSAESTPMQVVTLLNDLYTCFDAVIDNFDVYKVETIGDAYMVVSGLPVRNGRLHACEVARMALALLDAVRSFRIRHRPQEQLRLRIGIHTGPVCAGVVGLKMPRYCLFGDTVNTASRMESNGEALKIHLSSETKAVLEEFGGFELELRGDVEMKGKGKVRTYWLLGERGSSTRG
# PG9 binder: PG9 antibody binding by small molecule; TR-FRET gp120-PG9 antibody binding; actives 0.43% (n = 360,000); AID 624416; inhibition, % at 6.7 µM; in the data active = inhibition above about 8.5%
# SMARCA2 act: SMARCA2 function activation, primary screen; actives 1% (n = 370,000); AID 652017; MG213 cells, MMTV-luciferase reporter, dexamethasone, overnight; activation, % at 9.1 µM; in the data active = activation above about 7.8%;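 also: 0% = vehicle wells and 100% = reference activator wells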
# NR1D1 modulator: modulates human Rev-erb alpha binding to DNA; P20393; Rev-erbα–FITC-DNA binding, fluorescence polarization, 90 min; activity, % at 10 µM; actives 0.79% (n = 370,000); AID 1259318;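 active = activity above about 14%, limit read from the data; passing the limit was not always enough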;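 also: 0% = DMSO wells with 35 nM protein and 100% = DMSO wells with 750 nM protein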
# Active calls of the source: *; · = not tested or not shown.
SMILES,HTRA1 inhibitor,ASAP1 inh,ABHD4 inh,rCAG binder,GC-B act,ARFGAP1 inhibitor,GC-A act,PG9 binder,SMARCA2 act,NR1D1 modulator
CC1C(=O)C(C)C(c2ccc(Cl)cc2)NC1c1ccc(Cl)cc1 (stereo unspecified),·,0.4,-6.9,1.2,0.0,-0.6,34.6,-1.3,-3.6,5.0
O=C(Nc1ccc(N2CCOCC2)cc1)c1cc2c(s1)CCCCC2,-1.1,3.2,-1.1,-3.8,-0.9,2.0,0.5,-3.1,1.4,-0.1
O=C1CCc2cc(S(=O)(=O)N3CCN(Cc4cccc5c4OCO5)CC3)ccc2N1,·,·,-3.1,5.0,-2.2,·,-0.7,·,-7.7,0.3
CCOC(=O)C1CCN(C(=O)C2CC(=O)N(c3ccc(C)cc3)C2)CC1 (stereo unspecified),-8.8,-1.8,1.2,-4.7,1.4,0.1,1.4,0.2,-0.4,-6.0
Cn1nc(C(C)(C)C)c([N+](=O)[O-])c1C(=O)NC(C)(C)C,-8.2,-8.4,3.5,-1.6,-4.1,-5.2,3.7,-1.1,1.3,1.7
O=C(NCc1cccs1)c1nc2c(nnn2Cc2ccc(F)cc2)c(=O)[nH]1,-1.1,-7.0,-0.5,11.1,4.9,3.1,-3.2,1.3,-0.8,1.9
CCOC(=O)[C@]12CCCC=C1N(Cc1ccc3c(c1)OCO3)C(=O)[C@H](CC(=O)NCC1CCCCC1)C2,·,7.8,4.6,3.7,-0.3,8.1,-4.4,1.7,-3.3,-6.0
Cc1c(C(N)=O)sc2nc(-c3ccccc3)cn12,-1.3,-4.5,4.7,3.8,74.0*,12.4,3.9,-1.3,9.9*,-1.3
O=S(=O)(Nc1ccncc1)c1cc(Cl)c(Cl)cc1Cl,-0.2,-3.6,-2.4,1.3,6.1,-2.2,2.5,-2.6,0.6,2.9
COc1ccc(C(O)c2ncc(-c3ccc4ccccc4c3)[nH]2)cc1F (stereo unspecified),·,5.0,-8.7,6.8,-0.6,4.1,-1.1,2.0,-0.4,7.3
CCCCOc1ccc(CSC2=NCCN2)cc1[N+](=O)[O-],-16.0,-5.6,0.1,0.6,-5.2,-13.6,-1.5,-1.4,4.9,-1.2
CCc1ccc(CN2CCN(C(=O)c3ccco3)CC2)cc1,-0.9,5.8,10.4,-0.8,-0.6,-1.8,3.0,-0.9,0.0,3.0
O=C(c1ccccc1Br)N1CCN(c2ccccn2)CC1,-4.2,17.3,-0.6,-5.7,-0.2,-4.7,0.7,-2.6,-0.4,-0.4
CC(=O)ONC(=Nc1ccccc1)c1nonc1N,14.3,-11.1,-0.7,-4.2,8.0,2.0,4.7,-0.7,-7.2,-0.4
CCN(Cc1cnn(C)c1)Cc1nc(C2(c3ccc(C)cc3)CCCC2)no1,0.0,-6.5,-2.2,-10.7,-22.2,-3.6,-66.5,-1.0,0.1,-1.9

# Entries of single compounds as entered above. Order of values: HTRA1 inhibitor | ASAP1 inh | ABHD4 inh | rCAG binder | GC-B act | ARFGAP1 inhibitor | GC-A act | PG9 binder | SMARCA2 act | NR1D1 modulator
# Cn1nc(C(C)(C)C)c([N+](=O)[O-])c1C(=O)NC(C)(C)C is entered as -8.2 | -8.4 | 3.5 | -1.6 | -4.1 | -5.2 | 3.7 | -1.1 | 1.3 | 1.7
# O=S(=O)(Nc1ccncc1)c1cc(Cl)c(Cl)cc1Cl is entered as -0.2 | -3.6 | -2.4 | 1.3 | 6.1 | -2.2 | 2.5 | -2.6 | 0.6 | 2.9
# CCOC(=O)[C@]12CCCC=C1N(Cc1ccc3c(c1)OCO3)C(=O)[C@H](CC(=O)NCC1CCCCC1)C2 is entered as · | 7.8 | 4.6 | 3.7 | -0.3 | 8.1 | -4.4 | 1.7 | -3.3 | -6.0
# O=C1CCc2cc(S(=O)(=O)N3CCN(Cc4cccc5c4OCO5)CC3)ccc2N1 is entered as · | · | -3.1 | 5.0 | -2.2 | · | -0.7 | · | -7.7 | 0.3
# O=C(c1ccccc1Br)N1CCN(c2ccccn2)CC1 is entered as -4.2 | 17.3 | -0.6 | -5.7 | -0.2 | -4.7 | 0.7 | -2.6 | -0.4 | -0.4

# Other structures.
SMILES,HTRA1 inhibitor,ASAP1 inh,ABHD4 inh,rCAG binder,GC-B act,ARFGAP1 inhibitor,GC-A act,PG9 binder,SMARCA2 act,NR1D1 modulator
COc1ccc(/C=N/NC(=S)Nc2cc(S(=O)(=O)N3CCOCC3)ccc2N2CCOCC2)cc1O,-3.4,-5.9,3.5,9.1,11.5,7.7,2.1,-1.5,2.2,3.8
CCCOc1ccc(C(=O)Nc2ccc(N3CCOCC3)cc2N2CCOCC2)cc1OCC,0.5,-15.0,-2.2,0.1,9.6,-8.7,-4.7,-2.0,-6.3,-4.2
Cc1noc(C)c1COc1cccc(C(=O)OCC(=O)N2CC(=O)Nc3ccccc32)c1,-9.6,13.8,-5.4,-2.0,-9.3,7.8,-11.4,-1.4,-0.3,-8.6
CCc1cc2c(Sc3nc4ccccc4s3)ncnc2s1,-6.3,-0.8,2.5,4.0,-6.2,3.1,0.0,0.1,-6.4,-1.2
COc1cc(CN2CCNC(=O)C2CC(=O)NC2CCCCC2)cc(OC)c1 (stereo unspecified),0.3,7.1,5.3,-0.7,0.1,4.0,-0.5,-1.8,-1.9,-2.1
CCNC(=O)OCC12CC3CC(CC(C3)C1)C2,-1.6,6.4,-8.8,-0.5,-4.0,-21.3,4.8,-2.8,1.8,3.6
C/C(=N\NC(=O)Cn1nc(C)c([N+](=O)[O-])c1C)c1ccc(O)cc1,2.1,2.7,1.1,0.1,2.3,8.1,1.5,-1.9,-3.5,-1.4
O=C(CN1C(=O)COc2ccc(S(=O)(=O)N3CCCCCC3)cc21)NCc1ccc(F)cc1,-13.0,3.8,3.7,2.3,0.7,-7.3,0.6,-0.4,0.2,-5.3
O=C(C1=C(O)C(=O)N(Cc2ccccc2)C1c1cccnc1)c1ccco1 (stereo unspecified),3.6,-3.3,4.5,17.1,8.3,5.4,16.9,7.5,-0.8,-5.2
COc1ccc(S(=O)(=O)NCCc2c[nH]c3ccc(Cl)cc23)cc1,-12.4,-8.7,-10.0,9.4,-3.0,-0.8,-3.7,-0.2,-1.6,-3.0
COc1ccc(CCN2C(=O)C3C4CC(C5C(C(=O)O)=NOC45)C3C2=O)cc1OC (stereo unspecified),-5.2,7.0,3.7,2.9,3.9,-15.0,4.2,-0.5,1.4,3.0
CC(=O)NCC(=O)OCC(=O)c1ccc(Cl)cc1,-0.3,4.8,5.5,0.2,3.4,4.4,1.0,0.3,-4.4,-0.7
COC(=O)c1ccc(NC(=S)NCCC2=CCCCC2)cc1,-24.6,-1.3,-8.2,-0.2,2.6,14.1,8.2,0.3,-4.9,4.5
CN(CCC#N)C(=S)Nc1ccc(Oc2ccccc2)cc1,-1.6,-0.4,-6.0,0.0,-1.7,11.5,2.0,-1.9,-2.3,2.9
COC(=O)C(C(=O)NCC1CCCO1)C1CCCC1 (stereo unspecified),8.7,5.2,0.8,2.2,-2.9,-5.2,-1.6,-1.2,4.7,-3.0
COc1ccc(C(=O)Nc2cc(OC)c(NC(=O)Nc3ccccc3)cc2OC)cc1,4.2,-14.2,14.7,7.3,0.6,8.2,2.0,-1.1,-6.3,-2.4
Cn1nc(C(=O)NCc2ccccc2Cl)c2c1-c1ccccc1S(=O)(=O)C2,-2.1,-11.8,4.2,-0.6,1.3,4.5,0.5,-1.2,-2.4,-4.1
O=C(c1cccc(C(F)(F)F)c1)N1CCN(c2cc(=O)[nH]nc2-c2ccccc2)CC1,5.3,-0.5,4.1,-6.6,-4.5,0.2,-5.8,0.2,2.8,5.9
CC(=O)c1ccc(OCc2cc(C(=O)N(C)C(C)c3nccs3)no2)cc1 (stereo unspecified),4.2,0.1,-4.3,-3.3,0.3,3.4,6.3,-0.6,-1.3,-0.8
COc1cccc(COC(=O)c2cc(S(=O)(=O)N3CCCCC3)ccc2N2CCOCC2)c1OC,2.7,-14.5,-0.5,3.4,1.9,0.4,-2.6,-0.9,1.3,20.4*
Cc1csc(=O)n1CC(=O)OCC(=O)Nc1ccc(F)c(F)c1F,1.6,8.3,6.5,3.3,5.1,2.4,0.6,-0.2,-1.6,-7.5
COc1ccc(C2C=C(C)Nc3nc4ccccc4n32)cc1 (stereo unspecified),·,-12.5,-0.8,0.8,-5.8,-7.6,3.7,-2.2,2.6,-0.2
CCOCCCNC(=O)C1(O)c2ccccc2NC(=O)N1c1ccc(Cl)c(Cl)c1 (stereo unspecified),2.9,-3.3,6.5,1.5,1.3,-6.6,2.4,-0.4,1.9,0.5
COc1ccc(-c2cc(C(=O)N(C)Cc3ccc(F)cc3)c3ccccc3n2)cc1OC,-22.8,-4.5,-4.9,-5.6,3.9,-11.6,9.1,1.1,-2.5,-1.2
COc1ccc(NS(=O)(=O)c2ccc3c(c2)CCCN3C(C)=O)cc1,2.1,-9.3,-0.4,-4.8,1.4,-4.9,4.6,-1.6,-1.8,4.4
COc1ccccc1NC(=O)Oc1ccc(C(C)=O)cc1,-15.1,-0.2,-4.7,-1.5,1.6,1.1,5.8,2.2,1.5,-1.7
c1ccc(CCNc2ccc3ncc(-c4cccc5ccccc45)n3n2)nc1,·,-0.5,-5.7,3.2,13.7,-3.4,1.1,1.4,0.9,-2.9
CC(NC(=O)CN1C(=O)NC(c2ccccc2)(c2ccccc2)C1=O)c1cccs1 (stereo unspecified),-3.4,-2.9,-6.8,-0.6,-3.1,-0.6,-0.1,-0.4,-1.6,-2.8
Cc1noc(NC(=O)c2ccccc2C(F)(F)F)c1C#N,1.9,5.7,-0.7,3.3,2.0,17.4,2.4,-2.0,1.2,-5.9
O=C(O)CC(=O)Nc1cc(Cl)ccc1O,-1.2,-4.5,7.8,-1.2,1.9,-11.0,-0.8,0.8,-2.6,-1.4
COC(=O)c1ccc(-c2noc(CN(C)CC3CCCCO3)n2)cc1 (stereo unspecified),2.9,-5.5,0.1,-5.6,1.3,-7.4,4.5,3.2,-2.9,3.6
CN(C)/C=N/c1nc(Sc2ccc(C(F)(F)F)cc2[N+](=O)[O-])n[nH]1,8.8,-9.5,-0.6,-2.7,4.6,-13.2,0.6,-1.7,-3.2,8.2
CCOC(=O)c1c(S(=O)(=O)N2CCCC(C)C2)c(C)n(C)c1C (stereo unspecified),-1.9,-5.0,-5.6,-3.8,6.3,1.4,2.0,0.7,-4.5,0.5
CC(=O)c1c(N2CCN(C)CC2)nc(=S)n(-c2cc(C)ccc2C)c1C,1.0,0.0,-3.2,-2.3,-5.5,-1.5,2.5,-3.9,2.6,0.8
O=c1[nH][nH]c(-c2ccccc2O)c1C(C[N+](=O)[O-])c1ccc(Cl)cc1Cl (stereo unspecified),3.1,-0.1,3.6,6.0,0.1,1.0,-1.3,-3.6,-0.5,-0.2
O=C(Nc1nc(-c2ccccc2)c(-c2ccccc2)o1)c1ccc(F)cc1,-4.7,-8.2,-25.6,4.5,-0.3,3.2,-1.6,-1.4,-2.4,3.5
COC(=O)c1cn(NC(=O)Cc2cccc(OC)c2)c(=O)c2ccccc12,1.5,5.8,4.6,2.7,-6.9,-5.6,-0.8,-2.1,-1.3,-1.8
COC(=O)C1=C[C@@H](C(=O)OC)[C@@H]2C3=C(C(=O)C2(C)C)[C@H](c2ccccc2)[C@@H]2C(=O)N(C)C(=O)[C@@H]2[C@@H]3C1,2.0,1.5,-2.0,9.3,2.9,8.0,-1.1,-0.5,0.6,-0.1
CN1[C@@H](Cc2ccccc2)COc2cccc(N3CCCC3)c2S1(=O)=O,·,·,-5.6,2.7,0.5,·,-0.1,·,5.0,3.8
